Screening data as filed in PubChem.
EPAC1 ag = EPAC1 (human) agonism. O95398. EPAC1 agonist qHTS, biochemical assay; response scale: 100% = response to 6.5 mM cAMP. Potency, µM (top dose mostly 154 µM), without a hit: at the highest dose activation, usual class: activators. actives 0.073% (n = 360,000). AID 720707; note: potency is the fitted concentration of half-maximal effect; nearly all actives have a fitted effect of over 60% in size
Target sequence (O95398 whole entry, looked up): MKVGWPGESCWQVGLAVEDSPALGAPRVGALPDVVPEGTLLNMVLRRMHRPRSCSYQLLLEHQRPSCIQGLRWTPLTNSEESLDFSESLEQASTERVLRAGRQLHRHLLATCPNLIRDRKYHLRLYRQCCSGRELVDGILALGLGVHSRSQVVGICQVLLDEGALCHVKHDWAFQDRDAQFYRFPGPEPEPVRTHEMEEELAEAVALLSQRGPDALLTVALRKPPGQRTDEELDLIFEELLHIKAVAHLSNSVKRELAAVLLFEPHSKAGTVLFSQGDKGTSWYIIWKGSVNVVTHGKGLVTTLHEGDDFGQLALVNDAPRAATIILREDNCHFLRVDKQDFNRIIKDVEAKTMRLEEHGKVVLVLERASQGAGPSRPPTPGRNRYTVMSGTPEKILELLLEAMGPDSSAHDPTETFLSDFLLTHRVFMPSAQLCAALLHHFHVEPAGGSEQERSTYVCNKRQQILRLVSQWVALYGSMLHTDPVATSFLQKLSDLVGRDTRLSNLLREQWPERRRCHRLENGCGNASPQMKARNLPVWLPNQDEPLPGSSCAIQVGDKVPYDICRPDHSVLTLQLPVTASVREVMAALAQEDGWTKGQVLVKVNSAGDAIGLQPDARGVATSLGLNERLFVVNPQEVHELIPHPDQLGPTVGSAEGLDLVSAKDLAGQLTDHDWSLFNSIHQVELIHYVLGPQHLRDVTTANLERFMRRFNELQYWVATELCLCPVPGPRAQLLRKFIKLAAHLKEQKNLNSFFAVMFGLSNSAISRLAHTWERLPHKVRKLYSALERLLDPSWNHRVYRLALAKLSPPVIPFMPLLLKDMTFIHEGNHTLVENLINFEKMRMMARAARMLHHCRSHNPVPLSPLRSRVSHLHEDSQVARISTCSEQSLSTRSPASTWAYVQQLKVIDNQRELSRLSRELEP
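Compounds were pinned as a concentration titration into mixtures of EPAC1 (100 nM), BODIPY-GDP-loaded Rap1B (250 nM) and GDP (50 uM). After 5 min at room temperature, fluorescence was followed for 30 min; activity was scaled to 6.5 mM cAMP.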
Abeta yeast res = compounds reversing amyloid beta toxicity in yeast | Potency, µM (series often up to 46.1 µM), inactives show at the highest dose growth rescue, actives largely listed as activators | actives 0.063% (n = 410,000) | yeast expressing A-beta42, growth rescue, OD600, 48 h; response scale: 0% DMSO, 100% iron-clioquinol control; note: potency is the fitted concentration of half-maximal effect; nearly all actives have a fitted effect of over 55% in size
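Yeast A-beta toxicity model in growth medium with pinned compounds, 48 h at 30 C; growth read as absorbance at 600 nm. Normalized to FeCl3/clioquinol equimolar mix (positive) and DMSO (negative).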
PI5P4K alpha inh = PI5P4K alpha (human) kinase inhibition. max response, %. actives 1.2% (n = 330,000). P48426. PI5P4Kalpha enzyme, ADP-Glo luminescence, 60 min; hits give low values. AID 652105; active = max response of -50% or lower; inconclusive = between -30% and -50%; inactive = -30% or higher; note: value at the top dose of about 77 µM; % is set by controls: 0 for no effect and ±100 for the full control effect
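PI5P4Kalpha ADP-Glo assay; 5 microM ATP final; 60 min RT reaction; HEPES pH 7.4/EGTA/CHAPS, 5% DMSO; controls lacking substrate or enzyme; luminescent end-point.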
WRN helicase inh = blocks human WRN helicase. AID 651768. actives 0.46% (n = 360,000). Q14191. Potency, µM (series often up to 114 µM), inactives show at the top dose activity change, negative = inhibition, actives largely listed as inhibitors. WRN helicase unwinding, fluorescent forked duplex, kinetic; note: potency is the fitted concentration of half-maximal effect; % is set by controls: 0 for no effect and ±100 for the full control effect; nearly all actives have a fitted effect of over 55% in size
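WRN at 20 nM final was preincubated with compound for 15 min at room temperature; reaction started with 100 nM forked duplex oligonucleotide carrying fluorophore and quencher plus 2 mM ATP (final). Unwinding followed kinetically by red fluorescence (ex 525/em 598 nm).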
FUS suppressor = rescues growth of FUS-expressing yeast; actives 0.24% (n = 390,000); S. cerevisiae FUS-expressing, growth rescue, OD600, 24 h; Potency, µM (highest dose often 76.6 µM), for inactives: top-dose growth rescue (activation), actives largely listed as activators; AID 1347120;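 note: potency is the fitted concentration of half-maximal effect; plate controls were DMSO vehicle for no effect and reference control for full effect; nearly all actives have a fitted effect of over 55% in size; some results filed as inactive show a strong effect at the top dose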
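Yeast expressing FUS under galactose induction, OD 0.005 in 2% galactose medium; compounds in a dilution series, 24 h at 30C. Growth rescue by absorbance at 600 nm; CP55940 positive control, DMSO negative.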
EPAC1 antag = antagonists of human EPAC1; Potency, µM (doses to about 115 µM), inactives show top-dose activity change, negative = inhibition, hits mostly inhibitors; O95398; EPAC1 GEF assay, Rap1b-BODIPY-GDP exchange fluorescence; actives 0.14% (n = 360,000);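 note: potency is the fitted concentration of half-maximal effect; plate controls were vehicle for no effect and positive control for full effect; nearly all actives have a fitted effect of over 50% in size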
IL2 activator = activators of IL-2. AID 652025. activation, % (series mostly up to about 46 µM). IL-2 activation reporter assay, cell-based qHTS; stimulated with anti-CD3/CD4/CD28 beads; in transgenic mouse T cells. actives 0.065% (n = 360,000); in the data active = activation above about 50%; inconclusive = mostly about 30% to 49%; note: 0% is about no effect
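Unstimulated transgenic mouse T cells, 750 per well, received compound and, after 60 minutes, anti-CD3/anti-CD4 bead plus anti-CD28 stimulation. EGFP and DsRed were quantified after 18 hours.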
PLK1 PBD inh = blocks phosphopeptide binding to human PLK1 polo-box domain. P53350. Plk1 PBD binding of FITC phosphopeptide, fluorescence polarization. Potency, µM, for the others: max response, negative = inhibition, usual class: inhibitors. actives 2.8% (n = 360,000). AID 720504; note: potency is the fitted concentration of half-maximal effect; series mostly up to about 57 µM; % is set by controls: 0 for no effect and ±100 for the full control effect; nearly all actives have a fitted effect of over 65% in size
* = called active by the depositor; [ ] = another dose, or the depositor's remark. Unless noted, calls come from the whole dose curve; as a rule, active = well fitted curve in the direction sought with a large enough effect; inconclusive = small, poorly fitted or top-dose-only effect, or another doubt; inactive = no such curve, though single readings can be large; an effect the other way counts as inactive or inconclusive.

Results for O=C(N/C(=C\c1ccc([N+](=O)[O-])cc1)C(=O)N1CCOCC1)c1ccccc1 ?
EPAC1 ag: 3%; Abeta yeast res: -4%; PI5P4K alpha inh: -8; WRN helicase inh: -2%; FUS suppressor: -1%; EPAC1 antag: -1%; IL2 activator: 0.4; PLK1 PBD inh: 1%

Results for Cc1ccc(CN2CCN(Cc3cn[nH]c3C3CCCCC3)CC2CCO)cc1 (stereo unspecified) ?
EPAC1 ag: -7%; Abeta yeast res: -4%; PI5P4K alpha inh: 0; WRN helicase inh: 0%; FUS suppressor: -5%; EPAC1 antag: -16%; IL2 activator: -0.1; PLK1 PBD inh: -8%

Results for Cc1cc(C)nc(-n2cc(C(=O)c3cc(F)ccc3O)cn2)n1 ?
EPAC1 ag: -2%; Abeta yeast res: -33%[inhibitor]; PI5P4K alpha inh: -15; WRN helicase inh: -7%; FUS suppressor: 22%; EPAC1 antag: -5%; IL2 activator: -2.2; PLK1 PBD inh: -3%

Results for Nn1c(=O)c2ccccc2n2c(SCc3ccccc3)nnc12 ?
EPAC1 ag: 3%; Abeta yeast res: -14%; PI5P4K alpha inh: 8; WRN helicase inh: -9%; FUS suppressor: 9%; EPAC1 antag: -3%; IL2 activator: -0.1; PLK1 PBD inh: -4%

Results for CCn1c(CNC(=O)C23CC4CC(CC(C4)C2)C3)nnc1SC ?
EPAC1 ag: 7%; Abeta yeast res: -4%; PI5P4K alpha inh: inconclusive; WRN helicase inh: -4%; FUS suppressor: 4%; EPAC1 antag: 1%; IL2 activator: -0.5; PLK1 PBD inh: 8%

How did O=C(N/N=C/c1ccccc1Cl)c1ccncc1 do in these assays?
EPAC1 ag: 7%; Abeta yeast res: -20%; PI5P4K alpha inh: 1; WRN helicase inh: 8%; FUS suppressor: -15%; EPAC1 antag: -25%; IL2 activator: 1.0; PLK1 PBD inh: -12%

How did CC1(C)CC(=O)C=C(N2CCOCC2)C1 do in these assays?
EPAC1 ag: -4%; Abeta yeast res: -14%; PI5P4K alpha inh: -8; WRN helicase inh: 10%; FUS suppressor: -13%; EPAC1 antag: -7%; IL2 activator: 0.1; PLK1 PBD inh: 2%

What do the screens show for `Cc1cc(C)n(-c2nc3ccccc3c3nc(C)nn23)n1`?
EPAC1 ag: -6%; Abeta yeast res: -7%; PI5P4K alpha inh: 2; WRN helicase inh: 3%; FUS suppressor: -5%; EPAC1 antag: -16%; IL2 activator: -2.0; PLK1 PBD inh: -21%

Results for O=C(/C=C/c1ccc(Cl)cc1)c1cccnc1 ?
EPAC1 ag: -4%; Abeta yeast res: -11%; PI5P4K alpha inh: -2; WRN helicase inh: inconclusive; EPAC1 antag: 0%; IL2 activator: -6.7; PLK1 PBD inh: inconclusive

How did O=C(O)CCCC(=O)Nc1cccc(C(F)(F)F)c1 do in these assays?
EPAC1 ag: -6%; Abeta yeast res: -2%; PI5P4K alpha inh: -3; WRN helicase inh: -10%; FUS suppressor: -14%; EPAC1 antag: 3%; IL2 activator: -0.2; PLK1 PBD inh: -19%

How did CCCS(=O)(=O)NC(=O)C1(C)CCN(C(=O)c2ccccc2C(F)(F)F)C1 (stereo unspecified) do in these assays?
EPAC1 ag: 14%; Abeta yeast res: -12%; PI5P4K alpha inh: -3; WRN helicase inh: 1%; FUS suppressor: -6%; EPAC1 antag: -3%; IL2 activator: -0.1; PLK1 PBD inh: -3%

Results for O=C(CSc1nc2ccc(NC(=O)CSc3nnnn3Cc3ccccc3)cc2s1)Nc1ccccc1 ?
EPAC1 ag: 2%; Abeta yeast res: inconclusive; PI5P4K alpha inh: inconclusive; WRN helicase inh: -8%; FUS suppressor: 15%; EPAC1 antag: 0%; IL2 activator: -1.5; PLK1 PBD inh: -25%

Results for Cc1nnc(NC(=O)CN2C(=O)NC3(CCCC3)C2=O)s1 ?
EPAC1 ag: inconclusive; Abeta yeast res: 1%; PI5P4K alpha inh: -7; WRN helicase inh: -8%; FUS suppressor: 2%; EPAC1 antag: -3%; IL2 activator: -0.7; PLK1 PBD inh: -6%

How did CCCCn1c(N)c(N(CC)C(=O)c2cccs2)c(=O)[nH]c1=O do in these assays?
EPAC1 ag: 3%; Abeta yeast res: 13%; PI5P4K alpha inh: 7; WRN helicase inh: -2%; FUS suppressor: -15%; EPAC1 antag: -10%; IL2 activator: -0.4; PLK1 PBD inh: -5%

Results for O=C(Cc1cccc2ccccc12)NCC(=O)N1CCN(Cc2cccc(C(F)(F)F)c2)CC1 ?
EPAC1 ag: -11%; Abeta yeast res: 6%; PI5P4K alpha inh: 1; WRN helicase inh: 0%; FUS suppressor: 15%; EPAC1 antag: -7%; IL2 activator: -0.8; PLK1 PBD inh: -3%

How did CC(NC(=O)COC(=O)c1ccc2ccccc2n1)c1ccccc1 (stereo unspecified) do in these assays?
EPAC1 ag: 5%; Abeta yeast res: 17%; PI5P4K alpha inh: 2; WRN helicase inh: -21%; FUS suppressor: -9%; EPAC1 antag: -1%; IL2 activator: -0.3; PLK1 PBD inh: -7%

How did O=C(CSc1nccc(=O)[nH]1)N1CCCc2ccccc21 do in these assays?
EPAC1 ag: 2%; Abeta yeast res: 9%; WRN helicase inh: -5%; FUS suppressor: 8%; EPAC1 antag: 11%; IL2 activator: -1.5; PLK1 PBD inh: -17%

What do the screens show for `CCOC(=O)N1CCN(C(=O)C(C)(C)Oc2ccc(Cl)cc2)CC1`?
EPAC1 ag: 0%; Abeta yeast res: 0%; PI5P4K alpha inh: 9; WRN helicase inh: -1%; FUS suppressor: 33%; EPAC1 antag: -8%; IL2 activator: -0.6; PLK1 PBD inh: 1%

Results for COc1ccccc1C1c2[nH]c3ccccc3c2C[C@H]2C(=O)N(C3CCN(Cc4ccccc4)CC3)CC(=O)N12 (stereo partly specified) ?
EPAC1 ag: 16%; Abeta yeast res: 3%; PI5P4K alpha inh: 5; WRN helicase inh: -6%; FUS suppressor: 44%; EPAC1 antag: -7%; IL2 activator: -3.6; PLK1 PBD inh: 3%

Results for CCc1ccc(OCC(=O)N/N=C\c2ccco2)c([N+](=O)[O-])c1 ?
EPAC1 ag: -1%; Abeta yeast res: -1%; PI5P4K alpha inh: inconclusive; WRN helicase inh: inconclusive; FUS suppressor: 25%; EPAC1 antag: -26%; IL2 activator: 0.6; PLK1 PBD inh: inconclusive

What do the screens show for `CCOC(=O)[C@]12CCCC=C1N(CCC1=CCCCC1)C(=O)[C@H](CC(=O)NCc1ccc(OC)c(OC)c1)C2`?
EPAC1 ag: -3%; Abeta yeast res: 9%; PI5P4K alpha inh: 0; WRN helicase inh: -2%; FUS suppressor: 38%; EPAC1 antag: -14%; IL2 activator: -0.6; PLK1 PBD inh: 0%

What do the screens show for `O=C1c2ccccc2C(=O)N1CN(C(=O)COc1ccccc1)c1ccccc1`?
EPAC1 ag: 8%; Abeta yeast res: 9%; WRN helicase inh: -4%; FUS suppressor: 7%; EPAC1 antag: -7%; IL2 activator: -3.6; PLK1 PBD inh: -7%

How did COc1ccc(OC)c(NC(=O)C2CCCN(S(=O)(=O)c3c(C)noc3C)C2)c1 (stereo unspecified) do in these assays?
EPAC1 ag: 0%; Abeta yeast res: 18%; PI5P4K alpha inh: 3; WRN helicase inh: -3%; FUS suppressor: 30%; EPAC1 antag: 0%; IL2 activator: 1.7; PLK1 PBD inh: -2%

What do the screens show for `COC(=O)c1cc(S(=O)(=O)NCC2CCN(Cc3ccc(Cl)cc3)CC2)c[nH]1`?
EPAC1 ag: 4%; Abeta yeast res: 2%; PI5P4K alpha inh: 0; WRN helicase inh: -4%; FUS suppressor: 0%; EPAC1 antag: -6%; IL2 activator: -0.5; PLK1 PBD inh: -8%

What do the screens show for `O=C(COC(=O)CCc1ccccc1)Nc1ccc(F)cc1Cl`?
EPAC1 ag: 12%; Abeta yeast res: 0%; PI5P4K alpha inh: 5; WRN helicase inh: 4%; FUS suppressor: 15%; EPAC1 antag: -4%; IL2 activator: -0.3; PLK1 PBD inh: -12%

How did COc1ccccc1/C=C/C(=O)NCC(=O)N/N=C/c1cccnc1 do in these assays?
EPAC1 ag: 2%; Abeta yeast res: -1%; PI5P4K alpha inh: 1; WRN helicase inh: 8%; FUS suppressor: -14%; EPAC1 antag: 1%; IL2 activator: -0.5; PLK1 PBD inh: -3%

Results for Cc1cc(C)nc(Nc2nc3ccccc3s2)n1 ?
EPAC1 ag: 7%; Abeta yeast res: -12%; PI5P4K alpha inh: 1; WRN helicase inh: -15%; FUS suppressor: 7%; EPAC1 antag: 5%; IL2 activator: -1.0; PLK1 PBD inh: -2%

What do the screens show for `N#Cc1nc(-c2cccs2)oc1NCc1ccccc1Cl`?
EPAC1 ag: 8%; Abeta yeast res: 4%; PI5P4K alpha inh: 17; WRN helicase inh: 0%; FUS suppressor: 3%; EPAC1 antag: -10%; IL2 activator: -1.6; PLK1 PBD inh: -14%

How did COc1cc(Nc2nc3ccc(Cl)cc3n3cnnc23)cc(OC)c1OC do in these assays?
EPAC1 ag: -22%; Abeta yeast res: -5%; PI5P4K alpha inh: 2; WRN helicase inh: -1%; FUS suppressor: 11%; EPAC1 antag: -12%; IL2 activator: -1.6; PLK1 PBD inh: 1%

How did Cc1cccc2cc(CN(CC3CCCO3)C(=O)c3cccs3)c(=O)[nH]c12 (stereo unspecified) do in these assays?
EPAC1 ag: 14%; Abeta yeast res: 7%; PI5P4K alpha inh: 10; WRN helicase inh: -1%; FUS suppressor: -6%; EPAC1 antag: 6%; IL2 activator: -0.4; PLK1 PBD inh: -23%

How did CC(C)(C)Cc1nnc(NS(C)(=O)=O)s1 do in these assays?
EPAC1 ag: -6%; Abeta yeast res: 0%; WRN helicase inh: -2%; FUS suppressor: 15%; EPAC1 antag: 12%; IL2 activator: -0.4; PLK1 PBD inh: inconclusive

Results for COc1cc(/C=C/C(=O)c2ccc(NS(=O)(=O)c3ccc(C)cc3)cc2)ccc1OC(F)F ?
EPAC1 ag: -1%; Abeta yeast res: -2%; PI5P4K alpha inh: 12; WRN helicase inh: -9%; FUS suppressor: 0%; EPAC1 antag: -10%; IL2 activator: -1.1; PLK1 PBD inh: -10%

Copied from above for reference:
How did CC(C)(C)Cc1nnc(NS(C)(=O)=O)s1 do in these assays?
EPAC1 ag: -6%; Abeta yeast res: 0%; WRN helicase inh: -2%; FUS suppressor: 15%; EPAC1 antag: 12%; IL2 activator: -0.4; PLK1 PBD inh: inconclusive

Results for COc1cc(/C=C/C(=O)c2ccc(NS(=O)(=O)c3ccc(C)cc3)cc2)ccc1OC(F)F ?
EPAC1 ag: -1%; Abeta yeast res: -2%; PI5P4K alpha inh: 12; WRN helicase inh: -9%; FUS suppressor: 0%; EPAC1 antag: -10%; IL2 activator: -1.1; PLK1 PBD inh: -10%
